# Screens (PubChem BioAssay)
# KKLEB cytotox – reduces viability of KKLEB cystic fibrosis airway cells; KKLEB CF airway cells viability, ATPlite luminescence, overnight; stronger effect = lower value; cells stimulated with P. aeruginosa culture filtrate; activity change (cytotoxicity), % at 5 µM; 360,000 tested, 0.36% active; AID 602141;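 active = corrected activity change at or below -50% at 5 µM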
# hiPSC survival – increases survival of single human iPS cells; hiPSC single-cell survival, ATPlite luminescence; 100% = ROCK inhibitor wells, 0% = DMSO; survival enhancement, % at 20 µM; 360,000 tested, 0.044% active; AID 602274; in the data active = survival enhancement above about 18%;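 note: cells exposed to compounds for 16 hours before the ATP read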
# EBV LMP1 NFkB – reduces LMP1-driven NF-kappaB luciferase signal; LMP1-induced NF-kappaB luciferase reporter cells, luminescence; inhibition, % at 12.5 µM; 350,000 tested, 0.69% active; AID 504558; in the data active = inhibition above about 41%;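 note: 0% = neutral control wells and 100% = reference inhibitor control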
# NR2E3 ag-1 – agonists of human nuclear receptor NR2E3; 320,000 tested, 0.12% active; inhibition of corepressor binding, % at 4.78 µM; GST-NR2E3/biotin-RetCOR TR-FRET, 1536-well; AID 2300; Q9Y5X4;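 active = percent inhibition above the cutoff of mean plus 3 SD of all tested compounds, set per screening campaign, cut at about 20% in these data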;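 note: 0% = DMSO wells and 100% = biotin wells as full block of FRET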
# Target sequence (Q9Y5X4 whole entry, looked up): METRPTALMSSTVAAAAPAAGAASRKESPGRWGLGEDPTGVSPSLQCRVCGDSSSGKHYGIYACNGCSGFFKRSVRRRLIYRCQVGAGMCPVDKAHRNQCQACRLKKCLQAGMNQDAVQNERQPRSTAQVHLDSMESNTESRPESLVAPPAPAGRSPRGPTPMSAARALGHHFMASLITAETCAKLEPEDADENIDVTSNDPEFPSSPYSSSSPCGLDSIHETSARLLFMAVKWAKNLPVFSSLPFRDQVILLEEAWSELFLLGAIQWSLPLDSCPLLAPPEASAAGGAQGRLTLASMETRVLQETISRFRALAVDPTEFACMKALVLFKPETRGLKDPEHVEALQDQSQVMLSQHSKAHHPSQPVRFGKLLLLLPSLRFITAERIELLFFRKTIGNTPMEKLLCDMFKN
#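 Format: 1536-well format; test system: GST-NR2E3 and biotin-RetCOR proteins; read-out basis: percent inhibition of TR-FRET ratio; timing: 5 h incubation at 4 °C; detection: time-resolved FRET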
# HIF-2a block – HIF-2a inhibition. inhibition, % at 18.8 µM. 360,000 tested, 0.72% active. AID 624352. 786-0 RCC cells HIF-2a reporter, luciferase luminescence, overnight;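 active = inhibition of the luminescence signal of 40% or more relative to plate controls, in a single-dose primary screen at 18.75 µM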
# TRAIL sens C8 – caspase-8 TRAIL sensitization; NB7+C8 cells + TRAIL, ATPlite viability luminescence; inhibition (viability loss, TRAIL sensitization), % at 10 µM; 360,000 tested, 1% active;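 active = compounds causing at least 50% loss of cell viability in the single-dose screen, relative to plate controls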
# Peg3 prom inh – Peg3 promoter activity inhibition. HeLa PEG-Prom luciferase reporter, luminescence, overnight. 360,000 tested, 1.7% active. inhibition, % at 20 µM;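 active = inhibition of at least 50% at 20 µM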
# Shn3 inh set2 – inhibitors of Schnurri-3 3'UTR reporter in osteoblasts. AID 588674. 360,000 tested, 0.52% active. Clone20 osteoblast Shn3 3'UTR firefly luciferase, 24 h. inhibition, % at 12.5 µM;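 active = mean inhibition of at least 75% with every replicate also reaching 75%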;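 note: 0% = median of neutral control wells and 100% = pilot-screen positive control compound; some compounds past the cut are filed as inactive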
# NR2E3 ag-2 – activates human NR2E3 receptor; Q9Y5X4; CHO-S Gal4-NCOR/VP16-NR2E3 two-hybrid, luciferase; inhibition of corepressor binding, % at 3.98 µM; 360,000 tested, 0.35% active; AID 602229;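 active = inhibition above the mean of all tested compounds plus 3 SD, cut at about 70% in these data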;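 note: 0% = DMSO with NR2E3 transfected cells and 100% = cells lacking NR2E3 construct; higher means lower luciferase signal from less NR2E3 corepressor binding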
# TRPM1 prom inh – reduces MITF-dependent TRPM1 promoter luciferase signal; SK-MEL-5 TRPM1 promoter luciferase, 24 h; inhibition, % at 12.5 µM; 330,000 tested, 0.83% active; AID 488899;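 active = mean inhibition across replicates of 60% or more, whatever share of single replicates reaches that level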; note: values of inactives mirror those of a sister screen read the other way
# CF NFkB inh – blocks PAF-induced NF-kB reporter in cystic fibrosis cells; KKLEB NF-kB-GFP reporter, GFP fluorescence overnight; inhibition, % at 5 µM; 360,000 tested, 0.86% active; AID 588850;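 active = at least 50% inhibition at 5 µM, scaled per plate between neutral and stimulator controls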;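 note: PAF is a Pseudomonas aeruginosa culture filtrate used as stimulus; plate controls were PAF-stimulated DMSO wells for no effect and unstimulated DMSO wells for full effect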
# * = called active by the depositor; nt = no result given. Only part of the results is shown. The share of hits here may be higher or lower than overall.
SMILES,KKLEB cytotox,hiPSC survival,EBV LMP1 NFkB,NR2E3 ag-1,HIF-2a block,TRAIL sens C8,Peg3 prom inh,Shn3 inh set2,NR2E3 ag-2,TRPM1 prom inh,CF NFkB inh
CCc1cccc(CC)c1N(COC)C(=O)CCl,-10,3.3,-5,nt,13,-8,11,-3,2,-5,35
COC(=O)C1=C(c2ccc(OC(F)(F)F)cc2)C[C@@H]2CC[C@H]1N2C(=O)NCCO,22,0.8,-4,2,7,-13,-7,5,9,-17,-11
C[C@H]1CCCC(=O)CCC/C=C/c2cc(O)cc(O)c2C(=O)O1,10,-2.7,16,1,21,-3,18,10,24,7,51*
COc1cccc(CCNCc2cccc(C(F)(F)F)c2)c1,12,-1.0,1,4,6,-1,-1,-16,-21,7,16
CCN(CCNc1ccc([N+](=O)[O-])c2cccnc12)S(=O)(=O)c1ccc(Cl)cc1,0,-1.8,-1,-2,22,-11,15,32,-29,1,14
C1=NCCc2c1[nH]c1ccccc21,-7,-0.6,21,-3,6,-16,47,-22,10,33,20
CC(C)C[C@H](NC(=O)[C@@H]1CCCN1C(=O)[C@@H](N)Cc1ccc(O)cc1)C(=O)NCC(N)=O,10,1.9,66*,6,7,-1,-8,-42,1,4,14
CN1CCN(C(=O)Cc2ccccc2)CC1,-10,3.0,-7,2,17,-13,17,7,-14,22,-12
CCC1CN2CCc3cc(OC)c(OC)cc3C2CC1CC1NCCc2c1[nH]c1ccc(O)cc21 (stereo unspecified),-27,-2.0,83*,nt,57*,42,99*,92*,102*,97*,89*
CCN1C(=O)NC(=O)C2(CCCC2)C1=O,7,-1.4,10,nt,17,7,-8,-6,-14,3,-11
Cc1cc(OCC(=O)N2CCC(C(=O)O)CC2)c2c3c(c(=O)oc2c1)CCC3,7,0.9,4,0,13,0,-15,-7,-4,10,-16
O=C(Cn1ncc2c3ccccc3n(Cc3ccccc3F)c2c1=O)N1CCC2(CC1)OCCO2,8,-2.0,-2,1,-36,-9,-41,5,-8,-3,2
O=P1(NC2CCCC2)COc2ccccc2OC1,3,3.3,5,-2,19,-6,6,1,8,-1,-12
CC1(C)CN=C(NCc2ccccc2Cl)S1,-8,-0.5,1,-2,-100,-6,-39,2,-18,-17,1
O=C(CCC(=O)N1C[C@H]2C[C@@H](C1)c1cccc(=O)n1C2)NCc1ccc(F)cc1,-7,-2.9,0,0,3,-12,4,-9,4,5,4
CN1CCC(OC(=O)C2c3ccccc3Oc3ccccc32)CC1,-4,1.5,2,-2,-4,2,10,2,-9,-2,6
O=C(OC1CC2CCC(N2)C1C(=O)O)c1ccccc1 (stereo unspecified),15,1.9,-4,nt,7,11,6,-1,-23,10,-8
CC(C)n1c(=O)c(C=Nc2ccc(F)cc2)c(O)n(Cc2ccco2)c1=O,-2,-1.3,6,2,-5,-9,-13,-2,-14,1,6
Cn1c(O)c(C=NCCN2CCNCC2)c(=O)n(C)c1=O,-16,0.6,-10,-2,7,6,7,-4,1,3,11
O=C(Cc1ccc(Br)cc1)N1CCN(Cc2ccccc2)CC1,-3,5.2,-5,-2,-51,-7,-29,-19,-27,-2,8
CC1CN1P(=O)(Oc1ccccc1)N1CC1C (stereo unspecified),2,-1.9,1,nt,-4,-7,1,-5,-10,6,-2
O=C1NC(=S)NC(=O)C1c1ccccc1,-4,4.4,-9,nt,-5,-8,1,-23,-12,-7,21
c1cc2c(cc1[C@H]1OCC3C1CO[C@@H]3c1ccc3c(c1)OCO3)OCO2 (stereo partly specified),18,-2.6,-1,nt,-77,12,-12,20,-13,-23,-19
c1ccc(CCc2ccc3n2Cc2cnnn2-c2ccccc2-3)cc1,2,6.7,5,nt,8,1,11,21,-21,-7,4
COc1ccc2oc3c(c2c1)NC(=O)CN=C3c1ccccc1,1,5.5,0,0,-47,-8,7,-53,-39,12,-25
CN1C(=O)/C(=C\c2ccc(N3CCCCC3)o2)C(=O)NC1=S,1,-0.4,-6,-2,-210,14,-315,-71,-50,-33,-3
O=C1CCN(C(=O)C(Cl)Cl)N1,-8,-3.1,12,5,16,-1,7,-9,-3,1,6
S=P(N1CCCCCC1)(N1CC1)N1CC1,12,-4.8,16,nt,-1,0,-10,19,-3,9,4
O=P(Nc1ccccc1Cl)(c1ccccc1)c1nc2c(s1)CCCC2 (stereo unspecified),8,3.8,-5,-1,6,-13,16,9,4,1,-13
N#CC1c2ccccc2-n2nncc2CN1Cc1cc(Cl)cc(Cl)c1 (stereo unspecified),-50,-1.1,62*,nt,93*,76*,96*,81,88*,97*,90*
COc1cc(OC)cc(-n2nc(C(=O)N3CCC4(CC3)OCCO4)c3ccccc3c2=O)c1,10,4.0,1,-1,8,9,23,-14,-4,10,-9
COc1ccc(CNCC(=O)N2CCC3(CC2)OCCO3)cc1,-4,-0.3,-5,0,-17,-15,-3,19,-8,-6,-1
Cc1cccc(-n2c(C)nc3ccccc3c2=O)n1,11,-0.3,-5,1,-7,-3,10,-10,-17,4,-14
ClCCN(CCCl)c1ccc(C=Cc2ccncn2)cc1,-3,0.1,nt,nt,-177,8,-155,-16,-71,nt,13
CCCCn1c(O)c(C(CC)=NCCN2CCOCC2)c(=O)[nH]c1=O,7,-1.2,5,4,27,-2,26,-3,21,-1,3
O=c1[nH]c(=O)n(Cc2ccco2)c(O)c1C=NCCN1CCNCC1,7,0.2,-4,0,9,13,8,32,-41,-7,-3
COc1ccc(OC)c(N=Cc2c(O)n(Cc3ccccc3)c(=S)[nH]c2=O)c1,-1,-0.6,7,5,0,1,3,8,14,11,-6
CCN(CC)P(=O)(c1nccn1C)N(CC)CC,-7,-0.3,-2,-2,8,0,10,-8,2,-5,-5
CC(C)c1ccc(N2C(=O)CC(=O)NC2=O)cc1,1,-0.6,-5,0,13,4,12,-10,-15,8,-9
O=C1NC(=S)NC(=O)C1Cc1ccccc1,-21,1.9,-5,nt,3,-12,-2,-3,2,-3,14

# In the list so far, 2 have a CF3 group.
SMILES,KKLEB cytotox,hiPSC survival,EBV LMP1 NFkB,NR2E3 ag-1,HIF-2a block,TRAIL sens C8,Peg3 prom inh,Shn3 inh set2,NR2E3 ag-2,TRPM1 prom inh,CF NFkB inh
COC(=O)C1=C(c2ccc(OC(F)(F)F)cc2)C[C@@H]2CC[C@H]1N2C(=O)NCCO,22,0.8,-4,2,7,-13,-7,5,9,-17,-11
COc1cccc(CCNCc2cccc(C(F)(F)F)c2)c1,12,-1.0,1,4,6,-1,-1,-16,-21,7,16

# A draw from above in order of molar mass, lowest first:
SMILES,KKLEB cytotox,hiPSC survival,EBV LMP1 NFkB,NR2E3 ag-1,HIF-2a block,TRAIL sens C8,Peg3 prom inh,Shn3 inh set2,NR2E3 ag-2,TRPM1 prom inh,CF NFkB inh
CC1(C)CN=C(NCc2ccccc2Cl)S1,-8,-0.5,1,-2,-100,-6,-39,2,-18,-17,1
ClCCN(CCCl)c1ccc(C=Cc2ccncn2)cc1,-3,0.1,nt,nt,-177,8,-155,-16,-71,nt,13
O=C(Cc1ccc(Br)cc1)N1CCN(Cc2ccccc2)CC1,-3,5.2,-5,-2,-51,-7,-29,-19,-27,-2,8

# Back to the main list, repeating the 2 entries before the break.
SMILES,KKLEB cytotox,hiPSC survival,EBV LMP1 NFkB,NR2E3 ag-1,HIF-2a block,TRAIL sens C8,Peg3 prom inh,Shn3 inh set2,NR2E3 ag-2,TRPM1 prom inh,CF NFkB inh
CC(C)c1ccc(N2C(=O)CC(=O)NC2=O)cc1,1,-0.6,-5,0,13,4,12,-10,-15,8,-9
O=C1NC(=S)NC(=O)C1Cc1ccccc1,-21,1.9,-5,nt,3,-12,-2,-3,2,-3,14
CCN(CC)C(=O)c1ccc(NC(=S)NC(=O)CCc2ccccc2)cc1,-19,-0.5,6,0,11,6,7,9,-7,-9,25
Nc1nc(SCCC(F)=C(F)F)n[nH]1,9,-0.9,-28,4,8,-1,5,-12,-9,3,4
COC(=O)C1=C(c2c(C)noc2C)C[C@@H]2CC[C@H]1N2C(=O)N1CCc2cc(OC)c(OC)cc2C1,4,-0.7,6,1,11,-17,-8,-20,-30,6,-2
COC(=O)C1=C(c2ccc(F)cc2OCc2ccccc2)C[C@@H]2CC[C@H]1N2C(=O)N1CCC(C)CC1,-9,-1.1,-4,4,18,17,15,24,-4,0,17
COC(=O)C1=C(c2ccc(OCc3ccccc3)cc2)C[C@@H]2CC[C@H]1N2C(=O)NCCN1CCOCC1,-10,0.9,8,nt,0,10,11,-1,6,1,-6
OC(Cc1ccccc1)(c1ccccc1)C1CN2CCC1CC2 (stereo unspecified),-9,1.8,-8,4,10,10,11,27,8,6,9
c1ccc([C@@H]2CO2)cc1,-3,-0.5,nt,1,-1,3,-2,10,-34,nt,2
OCCOc1ccccc1,-7,1.7,-8,1,-2,0,-7,4,-18,6,2
CSCCC(c1nnnn1-c1ccc2c(c1)OCCO2)N1CCC(n2c(=O)[nH]c3ccccc32)CC1 (stereo unspecified),-84*,-0.4,nt,nt,-2,3,75*,73,54,nt,86*
CCN1C[C@]2(COC)CC[C@H](O)[C@@]34C5C[C@@H]6[C@@H](OC)C[C@@](O)(C5[C@H]6O)[C@](O)([C@@H](OC)C23)[C@@H]14 (stereo partly specified),6,1.8,-1,1,-9,15,-2,5,22,4,-12
CCOc1cc2c(cc1OCC)-n1cccc1C(c1ccccc1OC)NC2 (stereo unspecified),-3,-0.5,-5,-1,17,2,24,1,-9,-2,3
CCOc1ccc(C=C2C(=O)NC(=S)NC2=O)cc1OCC,9,5.1,-3,nt,10,-5,-1,-10,27,-1,18
CC(C)C12CN3CC(C(C)C)(CN(C1)C3c1cccnc1)C2=O (stereo unspecified),-3,-1.8,-1,-1,18,-4,21,2,0,7,8
CCNC(=O)[C@H]1O[C@@H](n2cnc3c(N)ncnc32)[C@H](O)[C@@H]1O,-4,1.3,17,4,6,4,-4,8,6,5,-10
Clc1ccccc1CN1CCN(c2ccccc2Cl)CC1,0,0.4,-15,-1,0,10,14,-1,-7,-2,-4
O=c1[nH]c(=S)[nH]c(O)c1N=Nc1cccc(S(=O)(=O)N2CCOCC2)c1,-18,-0.1,6,-8,9,19,27,-46,-5,13,-4
COC(=O)CN1C(=O)C2(C(C(=O)OC)=C(N)Oc3ccccc32)C2=C1CC(C)(C)CC2=O (stereo unspecified),-2,-2.6,-2,-1,-5,6,14,4,20,2,-2
COc1cc([C@H]2OC[C@H]3[C@@H]2CO[C@@H]3c2cc(OC)c(O[C@@H]3O[C@H](CO)[C@@H](O)[C@H](O)[C@H]3O)c(OC)c2)cc(OC)c1O[C@H]1O[C@@H](CO)[C@H](O)[C@@H](O)[C@@H]1O,-9,-0.3,-5,nt,6,-8,2,5,5,1,-18
CCCCc1nc2ccccc2c(=O)n1-c1ccc(O)cc1,7,-0.5,5,6,12,-9,7,8,-8,4,4
O=C1CC(N2CCC(n3c(=O)[nH]c4ccccc43)CC2)C(=O)N1Cc1ccccc1 (stereo unspecified),-2,4.7,5,2,4,-1,14,-5,7,11,5
